PKA-R1A act: activators of PKA-R1A holoenzyme, primary screen, biochemical, fluorescence polarization, Cy5-IP20, bovine R1A, mouse PKAc. cAMP-dependent protein kinase type I-alpha regulatory subunit (Bos taurus) + …. PKA-R1A dissociation; scaled: DMSO 0%, 113 µM cGMP 100%. activation, % at 11.4 µM. hit rate 0.083% among 340,000. AID 504707, 2011;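 active means percent activation above the mean of all tested compounds plus 3 SD, cut at about 19% in these data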;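 further: higher means more PKAc released from R1A so a rise in polarization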
PKA-R2B activ: activators of PKA-R2B holoenzyme, primary screen, biochemical, fluorescence polarization, Cy5-IP20, human | AID 504700, 2011 | cAMP-dependent protein kinase catalytic subunit beta (Homo sapiens) + cAMP-dependent … | PKA-R2B holoenzyme dissociation; R2B truncated from residue 108, S112A mutant; 0% DMSO only, 100% 113 µM cGMP | activation, % at 11.4 µM | hit rate 0.079% among 340,000;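 active means activation above a cutoff set at the mean over all compounds plus 3 SD, cut at about 18% in these data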;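 further: higher means more holoenzyme dissociation and a rise in polarization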
Target sequence (P31323 whole entry, looked up, other chains not shown, the tested form may be a part): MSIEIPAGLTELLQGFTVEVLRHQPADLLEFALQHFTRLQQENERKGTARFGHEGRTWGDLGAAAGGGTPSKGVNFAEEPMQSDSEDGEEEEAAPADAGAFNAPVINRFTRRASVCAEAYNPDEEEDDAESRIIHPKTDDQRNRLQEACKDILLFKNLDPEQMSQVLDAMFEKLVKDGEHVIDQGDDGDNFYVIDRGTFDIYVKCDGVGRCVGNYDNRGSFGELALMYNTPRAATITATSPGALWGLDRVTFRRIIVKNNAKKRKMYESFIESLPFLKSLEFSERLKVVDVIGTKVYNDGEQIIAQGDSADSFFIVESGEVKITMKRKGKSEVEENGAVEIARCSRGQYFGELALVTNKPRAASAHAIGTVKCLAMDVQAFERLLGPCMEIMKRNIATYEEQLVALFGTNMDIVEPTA
phage Ecoli inh: growth loss of phage-infected E. coli, primary screen, RecBCD inhibitor project, absorbance, with phage, HTS | inhibition, % at 11.9 µM | hit rate 0.26% among 360,000 | AID 651602, 2012; in the data active means inhibition above about 11%
Starred values were filed as active, the others as inactive.

SMILES	PKA-R1A act	PKA-R2B activ	phage Ecoli inh
C[C@@H]1CN([C@@H](C)CO)C(=O)c2cc(Br)cnc2O[C@@H]1CN(C)S(=O)(=O)c1ccc(F)cc1	2	-3	2.8
CCCN(CC(=O)NC(=O)NCc1ccccc1)CC(=O)Nc1ccc(F)c(F)c1F	-3	-5	3.6
COc1ccc(CN(C)C(=O)C2CC(=O)N(c3ccc4c(c3)OCCO4)C2)cc1 (stereo not drawn)	-5	-8	0.5
O=C(Nc1ccc(Cl)cc1C(=O)c1ccccn1)c1ccccc1	7	12	1.9
Cc1ccc([C@@H]2C[C@H]3[C@@H](CN2S(=O)(=O)c2ccc(C)cc2)C(=O)C[C@@H](c2ccccc2)N3S(=O)(=O)c2ccc(C)cc2)cc1	-8	0	2.0
C[C@@H]1CN([C@@H](C)CO)C(=O)c2cc(Br)cnc2O[C@H]1CN(C)C(=O)C1CC1	-5	6	2.8
CSC[C@H]1CN(CCc2ccccc2)C(=O)[C@@H]1CC(=O)Nc1ccccc1	-10	0	2.3
O=C(COc1cccc(Br)c1)N/N=C/c1ccc2c(c1)OCCO2	3	-2	2.7
O=C(Nc1cccc(-n2cnnn2)c1)C1CCCN(C(=O)Cc2cccc(Cl)c2)C1 (stereo not drawn)	10	-8	-0.2
Cc1ccc(NC(=O)CSc2nnc(NC3CC3)s2)cc1S(=O)(=O)N1CCOCC1	-8	-6	1.8
COc1ccc2c(c1)CCC1(C)CC(=O)C(Br)=C21 (stereo not drawn)	-2	0	0.8
C[C@@H]1CN([C@H](C)CO)C(=O)CCCn2nncc2CO[C@@H]1CN(C)C(=O)Cc1ccccc1	3	5	4.1
COc1cc2nc3n(c(=O)c2cc1OC)-c1cc2ccccc2cc1C(=O)NC3Cc1ccccc1 (stereo not drawn)	10	-4	-1.8
CN(C)C(CNC(=O)c1cc(Br)c(Br)s1)c1ccco1 (stereo not drawn)	-3	2	3.7
CC(C)NC(=O)N(C)C[C@@H]1OCc2ccccc2-c2c(n(C)c3ccccc23)C(=O)N([C@@H](C)CO)C[C@@H]1C	-7	-5	0.2
COc1ccc(NC(=O)C[C@H]2C(=O)N(c3ccc(OC)cc3)C[C@@H]2CSC)cc1	-11	4	4.1
O=C(C[C@@H]1C[C@@H]2c3cc(NC(=O)C4CCOCC4)ccc3O[C@@H]2[C@H](CO)O1)NCc1ccccn1	11	-3	2.0
Cc1ccc(NC(=O)Cn2sc3ccccc3c2=O)cc1	9	3	2.3
CC(=O)c1cccc(OCc2cc(C(=O)N(C)Cc3nccs3)no2)c1	-2	5	0.6
CC(C)NC(=O)N(C)C[C@H]1Oc2cc(Br)ccc2S(=O)(=O)N([C@H](C)CO)C[C@H]1C	-3	5	2.8

Profiles, looked up by structure:
Cc1ccc(NC(=O)Cn2sc3ccccc3c2=O)cc1 as listed: PKA-R1A act = 9; PKA-R2B activ = 3; phage Ecoli inh = 2.3
Cc1ccc([C@@H]2C[C@H]3[C@@H](CN2S(=O)(=O)c2ccc(C)cc2)C(=O)C[C@@H](c2ccccc2)N3S(=O)(=O)c2ccc(C)cc2)cc1 as listed: PKA-R1A act = -8; PKA-R2B activ = 0; phage Ecoli inh = 2.0

The list goes on:
SMILES	PKA-R1A act	PKA-R2B activ	phage Ecoli inh
C[C@H]1CN([C@@H](C)CO)C(=O)CCCn2cc(nn2)CO[C@@H]1CN(C)C(=O)Nc1ccccc1	-15	-11	0.9
COc1ccc(NC(=O)Nc2ccc3c(c2)C(=O)N([C@H](C)CO)C[C@@H](C)[C@@H](CN(C)C(=O)C2CCCCC2)OCCCC[C@H](C)O3)cc1	1	-4	1.6
O=C(OCC(=O)N1CCC(Cc2ccccc2)CC1)c1ccc(O)cc1	-13	-11	-0.2
CC(C)(C)c1ccc(-n2ncc3c2CCCC3NC(=O)CCC2=NNC(=O)CC2)cc1 (stereo not drawn)	-12	-7	2.4
COCCCn1c(C(=O)NC2CCCCC2)cc2c(=O)n3cccc(C)c3nc21	6	-2	6.7
Nc1nc(-c2ccccc2)nc2nonc12	-7	-8	2.8
C[C@@H]1CN([C@@H](C)CO)C(=O)CCCn2nncc2CO[C@@H]1CN(C)C(=O)Nc1cccc(C(F)(F)F)c1	-3	-10	1.6
CCOC(=O)CC(=O)Nc1cc2ccc(OC)c(OC)c2cc1C(=O)OCC	-5	11	4.4
O=C(COC(=O)c1c[nH]c2ccccc12)NCc1ccccc1	-2	-13	1.4
C[C@H](NC(=O)C1CCN(S(=O)(=O)c2ccccc2)CC1)C(=O)NCc1ccncc1	3	4	2.5
O=C(NCc1nnnn1-c1ccc(F)cc1)C(=O)c1c[nH]c2ccccc12	-6	-6	3.5
Cc1ccc(C(=O)NCCc2nnc3ccc(SCC(=O)Nc4nnc(C)s4)nn23)cc1	3	-4	0.5
COc1ccccc1NC(=O)N(C)C[C@@H]1OCc2cnnn2CCCC(=O)N([C@@H](C)CO)C[C@@H]1C	-8	1	3.9
CSc1cccc(NC(=O)C2CCCN(S(C)(=O)=O)C2)c1 (stereo not drawn)	10	-1	0.3
CC(C)C1C(=O)N(Cc2cn(CCC3OCCO3)nn2)CCS(=O)(=O)N1Cc1ccc(-c2ccc(Cl)c(Cl)c2)cc1 (stereo not drawn)	-9	-9	-1.2
CCOc1cccc(CN2CCC(Oc3ccc(C(=O)N4CCCC4)cc3)CC2)c1O	10	-3	1.0
O[C@H]1C[C@H](c2ccccc2)N(Cc2cccs2)C[C@@H]1n1cc(C2CC2)nn1	4	-4	3.0
COc1ccc([C@@H]2[C@@H](C)N(c3ccccc3)c3ccccc3C(=O)N2Cc2ccccc2)cc1	-7	-2	1.5
COCOCCn1cc(CN2CCS(=O)(=O)N(Cc3ccc(-c4ccccc4)cc3)C(CC(C)C)C2=O)nn1 (stereo not drawn)	-7	1	-1.2
CCCc1cc(C(=O)Nc2cccc(-c3nn[nH]n3)c2)sc1C	-1	-2	4.6
CCC(=O)N(C)C[C@H]1Oc2cc(-c3ccccc3F)ccc2S(=O)(=O)N([C@H](C)CO)C[C@H]1C	2	-7	2.3
COc1ccc(NC(=O)COC(=O)C2COc3ccccc3O2)cc1OC (stereo not drawn)	-9	-10	0.3
Cc1ccc([C@@H]2CC(=O)[C@@H]3CN(S(=O)(=O)c4ccc(C)cc4)[C@H](c4ccc(Cl)cc4)C[C@@H]3N2S(=O)(=O)c2ccc(Cl)cc2)cc1	7	8	-1.4
Cc1ccc(S(=O)(=O)CCC(=O)OCC(=O)Nc2sccc2C#N)cc1	-5	6	1.7
Cc1cc(F)ccc1S(=O)(=O)N1CCCOC1CNC(=O)C(=O)NCCc1ccco1 (stereo not drawn)	3	-6	-2.6
O=C(CSc1n[nH]c(=O)n1CCc1ccccc1)NC1CCCC1	1	-1	2.6
CCCCN1C(=O)C(CC(=O)NC(c2ccccc2)c2ccccc2)CC(C(=O)N(C(C)C)C(C)C)=C1C (stereo not drawn)	6	1	2.8
CCn1c(SCC(=O)NC2CC2)nnc1-c1ccccc1	14	-5	2.2
O=C(CCNC(=O)N1CC(=O)Nc2ccccc21)NCc1ccccc1	-8	-1	1.6
CCOc1ccc(CNC(=O)CN2C(=O)CSc3ccc(S(=O)(=O)N4CCOCC4)cc32)cc1	10	-2	1.4
Cc1cc(C)c(S(=O)(=O)N(C)CC(=O)N2CCCC2)c(C)c1	0	7	3.7
O=C(NCC(c1ccco1)N1CCN(c2ccccc2)CC1)C1CCCCC1 (stereo not drawn)	-3	-3	0.2
CC(=O)NC[C@H]1O[C@@H](n2ccc(N)nc2=O)[C@H](O)[C@@H]1O	6	-1	-2.1
CC(=O)Nc1cccc(NC(=O)C(=O)c2cn(CC(=O)N3CCCC3)c3ccccc23)c1	-3	1	5.9
C[C@@H]1CN([C@@H](C)CO)C(=O)CCCn2nncc2CO[C@@H]1CN(C)S(=O)(=O)c1cccs1	-4	4	2.0
CC(=O)N1CCc2c(sc(NC(=O)c3ccc(S(=O)(=O)N(C)CC4CCCO4)cc3)c2C(N)=O)C1 (stereo not drawn)	0	2	2.8
CCOC(=O)c1ccc(NC(=O)Nc2nncs2)cc1	10	4	7.7
O=C(O)c1ccc(N2C(=O)c3ccccc3C2=O)cc1[N+](=O)[O-]	-3	0	2.9
COc1ccc(NC(=O)C[C@H]2C(=O)N(c3ccc(OC)cc3)C[C@@H]2c2ccc(Br)cc2)cc1	0	7	4.0
Cc1ccc([C@H]2N[C@]3(CCCN(CC4CCCCC4)C3=O)[C@H]3C(=O)N(C)C(=O)[C@@H]23)cc1	1	4	1.6
O=C1CC=Nc2ccc([N+](=O)[O-])cc21	2	5	4.4
O=S(=O)(NCCS(=O)(=O)N1CCN(c2ccc(F)cc2)CC1)c1ccccc1	1	10	2.0
COc1cc(/C=C/CNC[C@H]2O[C@@H](n3cc(C)c(=O)[nH]c3=O)C[C@@H]2O)ccc1O	1	-7	0.1
CC1(C)N=C(N)N=C(N)N1c1ccc(OCC(=O)N2CCOCC2)c(Cl)c1	4	3	5.0
C[C@H]1CN([C@@H](C)CO)C(=O)CCCn2nncc2CO[C@H]1CN(C)C(=O)C1CCCCC1	4	0	-0.4
O=P(c1ccccc1)(c1ccccc1)c1ccccc1C(Br)Br	-4	-5	2.6
COc1ccc([C@H]2N[C@]3(CCCN(CC4CCCCC4)C3=O)[C@H]3C(=O)N(Cc4ccccc4)C(=O)[C@@H]23)cc1	-8	-12	-0.4
CCN(Cc1ccncc1)C(=S)Nc1ccccc1C	3	-1	0.8
COc1ncnc2c1ncn2CCCN1CCN(c2ccccn2)CC1	-1	-1	2.6
O=C(COC(=O)c1cc(S(=O)(=O)N2CCCCC2)ccc1Cl)NC1CCCCC1	9	-3	2.2
COc1cccc(-c2cc(C(=O)O)c3cc4ccccc4cc3n2)c1OC	0	-2	3.7
O=C(N/N=C/c1ccc(Cl)cc1)c1ccc2nc[nH]c2c1	-2	1	-0.8
CN(Cc1ccc(F)cc1)C(=O)CN1CCN(S(=O)(=O)c2ccc3c(c2)OCCCO3)CC1	10	-5	4.8
O=Nc1ccc(NO)c2ccccc12	9	-3	-0.8
CN1CCN(S(=O)(=O)c2ccc(F)cc2)CC1	-14	-17	3.0
C[C@H]1CN([C@@H](C)CO)C(=O)CCCn2nncc2CO[C@@H]1CN(C)Cc1cccc2c1OCCCO2	-10	-6	1.4
CCCN(C)C[C@H]1Oc2cc(C#Cc3ccc(F)cc3)ccc2S(=O)(=O)N([C@H](C)CO)C[C@@H]1C	-5	6	-2.0
COc1cc(C(=O)N(C)C2CCCCC2)cc(OC)c1OC	-7	-1	3.1
C/C(COc1ccccc1)=N\NC(=O)c1nnn(-c2nonc2N)c1CSc1ccc(C)cc1	-16	-10	3.3
COCCCNC(=O)c1cc(S(=O)(=O)N2CCC3(CC2)OCCO3)ccc1F	0	3	1.6

Looked up above:
Value of CN1CCN(S(=O)(=O)c2ccc(F)cc2)CC1 under PKA-R2B activ: -17
Value of C[C@H]1CN([C@@H](C)CO)C(=O)CCCn2nncc2CO[C@H]1CN(C)C(=O)C1CCCCC1 under PKA-R1A act: 4

In a second layout: results already given.
CN(Cc1ccc(F)cc1)C(=O)CN1CCN(S(=O)(=O)c2ccc3c(c2)OCCCO3)CC1
  PKA-R1A act: 10	PKA-R2B activ: -5	phage Ecoli inh: 4.8

O=Nc1ccc(NO)c2ccccc12
  PKA-R1A act: 9	PKA-R2B activ: -3	phage Ecoli inh: -0.8

CCCN(C)C[C@H]1Oc2cc(C#Cc3ccc(F)cc3)ccc2S(=O)(=O)N([C@H](C)CO)C[C@@H]1C
  PKA-R1A act: -5	PKA-R2B activ: 6	phage Ecoli inh: -2.0

(continued)
SMILES	PKA-R1A act	PKA-R2B activ	phage Ecoli inh
CC1=C(C(=O)Nc2cc(C(=O)NCc3ccccc3)ccc2C)SCCO1	-17	-9	1.7
O=C(O)c1ccc(S(=O)(=O)N2CCCCCCC2)cc1	-8	-7	1.6
CC(C)c1ccc(NC(=O)COC(=O)Cn2cnc3c2c(=O)n(C)c(=O)n3C)cc1	-6	-14	3.4
O=C(CN1CCN(c2cccc(C(F)(F)F)c2)CC1)Nc1ccc2c(c1)OCCCO2	-3	-1	4.4
CC(=O)Nc1c(-c2ccc(C)cc2)nc2ccc(Cl)cn12	-2	-9	2.9
C#CCN(C[C@@H]1[C@@H](OC(=O)NCc2ccc(OC)c(OC)c2)[C@@H](OC(=O)NCc2ccc(OC)c(OC)c2)Cn2c(=O)n(CCCCCC)c(=O)n21)S(=O)(=O)c1ccc(C)cc1	-11	-2	-0.7
Cc1cc(F)ccc1NC(=O)c1ccc(NS(=O)(=O)c2cccs2)cc1	-11	6	0.5
CCN(CC)CCCNc1cc(C)c(C#N)c2nc3ccccc3n12	-4	-9	3.7
COc1ccccc1S(=O)(=O)N(C)C[C@@H]1OCc2cn(nn2)CCCC(=O)N([C@H](C)CO)C[C@H]1C	-5	7	4.0
CC(c1ccccc1)n1ccnc1CO (stereo not drawn)	-8	-2	1.9
O=S(=O)(Nc1cccc(F)c1)c1ccc(S(=O)(=O)N2CCOCC2)cc1	-3	5	1.9
COCOCCn1cc(CN2CCS(=O)(=O)N(Cc3ccc(-c4cccc(CO)c4)cc3)C(CC(C)C)C2=O)nn1 (stereo not drawn)	-5	-4	2.0
COc1ccc(CN2CCC[C@]3(N[C@H](c4ccccc4)[C@@H]4C(=O)N(C)C(=O)[C@@H]43)C2=O)cc1	7	-1	0.9
CC(C)C1C(=O)N(Cc2cn(CCC3OCCCO3)nn2)CCS(=O)(=O)N1Cc1ccc(-c2cccc(N(C)C)c2)cc1 (stereo not drawn)	7	1	3.1

Screening results as filed in PubChem.

These rows are one share of the data, so the mix of outcomes need not match the whole.
